# Hck-Nef inh: inhibitors of human Hck kinase activated by Nef. inhibition, % at 20 µM. AID 463187. 220,000 tested, 0.68% active. Recombinant Hck-YEEI plus Nef, Z-Lyte FRET kinase assay;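 active = Hck-Nef kinase inhibition above about 50%, limit read from the data; inactive = inhibition below that limit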;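 note: 0% = DMSO with Hck plus Nef and 100% = Hck alone without Nef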
# Target sequence (P08631 whole entry, looked up): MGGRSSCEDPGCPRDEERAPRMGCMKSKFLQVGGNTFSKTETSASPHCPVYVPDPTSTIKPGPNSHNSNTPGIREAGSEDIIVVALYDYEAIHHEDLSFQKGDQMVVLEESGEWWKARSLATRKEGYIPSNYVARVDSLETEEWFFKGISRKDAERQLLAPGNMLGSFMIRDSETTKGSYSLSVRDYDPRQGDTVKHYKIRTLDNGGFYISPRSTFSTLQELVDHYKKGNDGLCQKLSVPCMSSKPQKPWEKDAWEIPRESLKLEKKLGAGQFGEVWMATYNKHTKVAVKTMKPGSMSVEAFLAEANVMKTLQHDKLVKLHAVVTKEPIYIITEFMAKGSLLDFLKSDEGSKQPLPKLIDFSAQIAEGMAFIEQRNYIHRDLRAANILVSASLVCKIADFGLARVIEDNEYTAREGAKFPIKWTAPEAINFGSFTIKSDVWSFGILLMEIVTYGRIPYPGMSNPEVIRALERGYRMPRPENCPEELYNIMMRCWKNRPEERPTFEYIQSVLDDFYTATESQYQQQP
# Rad51 HR inh: blocks human Rad51 in homologous recombination. Q06609. hRad51 DNA strand exchange, fluorescence dequenching. inhibition, % at 10 µM. 200,000 tested, 0.085% active. AID 1385;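 active = inhibition above 40% at the single screening dose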;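 note: 0% = DMSO control wells and 100% = blanks with heterologous ssDNA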
#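 Read-out basis: percent inhibition relative to plate controls and blanks / Assay system: human Rad51 nucleoprotein filaments preassembled on unlabelled ssDNA / Timing: filaments 15 min 37 °C, then compound 30 min / Control set: per-plate controls and blanks / Technique: fluorescence dequenching at 485/520 nm / Compound: 10 µM final, single point / Also added: Fluorescein- and BHQ1-tagged 47-mer duplex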
# 14-3-3 Bad inh: disrupts binding of bovine 14-3-3 zeta to phospho-Bad peptide; 220,000 tested, 0.71% active; AID 781; inhibition, % at 21.7 µM; TR-FRET 14-3-3zeta/Dy647-pBad peptide displacement, 1 h;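 active = inhibition above about 70%, limit read from the data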;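 note: 0% = full 14-3-3 plus peptide FRET controls and 100% = background without 14-3-3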
# L929 necroptosis: L929 zVAD cell death inhibition | L929 zVAD necroptosis rescue, ATP luminescence, 24 h; with zVAD 60 µM | viability rescue, % at 10 µM | 220,000 tested, 0.38% active | AID 1377;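 active = activation, scaled between plate controls, above about 75%, limit read from the data; inactive = activation under that limit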;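 note: 0% = zVAD with DMSO and 100% = DMSO alone without zVAD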
# Calpain2 inh: blocks pig calpain II enzyme activity | purified calpain II, fluorogenic peptide substrate, 30 min | inhibition, % at 16 µM | 220,000 tested, 0.37% active;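 active = inhibition above about 50%, limit read from the data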
# PGE2 EP2 inh: inhibitors of human EP2 prostaglandin E2 receptor. P43116. C6 glioma cells expressing human EP2, cAMP TR-FRET; cells stimulated with saturating PGE2. inhibition, % at 25 µM. 260,000 tested, 0.52% active. AID 1422;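 active = percent inhibition above 40 after rounding to a whole number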;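 note: rat C6 glioma host cells with rolipram phosphodiesterase inhibitor present; the protocol text gives 20 µM as final concentration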
# Target sequence (P43116 whole entry, looked up): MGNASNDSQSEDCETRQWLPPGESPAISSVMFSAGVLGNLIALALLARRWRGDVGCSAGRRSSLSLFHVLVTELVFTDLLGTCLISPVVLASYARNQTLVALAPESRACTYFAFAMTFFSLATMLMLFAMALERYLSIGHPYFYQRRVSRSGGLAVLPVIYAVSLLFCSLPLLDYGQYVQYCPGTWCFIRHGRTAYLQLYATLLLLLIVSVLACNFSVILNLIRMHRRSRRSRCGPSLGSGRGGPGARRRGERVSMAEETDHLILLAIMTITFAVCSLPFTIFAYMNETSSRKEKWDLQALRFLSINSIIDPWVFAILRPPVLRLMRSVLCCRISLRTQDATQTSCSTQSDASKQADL
# Tb hexokinase: blocks Trypanosoma brucei hexokinase 1 activity. inhibition, % at 10 µM. recombinant TbHK1, G6PDH-coupled NADH A340. 220,000 tested, 0.11% active;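 active = inhibition of 50% or more in the single-dose primary screen; inactive = inhibition below 50%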
# EP2 modulator: modulates human prostaglandin E2 receptor EP2 signaling | 260,000 tested, 0.83% active | AID 940 | P43116 | induction, % at 25 µM | EP2-expressing cells, cAMP HTRF FRET, PGE2 co-stimulation;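 active = compounds whose cAMP rise, as percent of the full-agonist control response, exceeds 60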;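 note: rat C6 glioma line stably carrying human EP2 under a CMV promoter; the protocol text gives 20 µM as final concentration; 100% = response of wells given 1 µM PGE2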
# eIF4E 4G PPI: inhibitors of eIF4E and eIF4G interaction in translation initiation; P63073+Q04637; TR-FRET eIF4E-eIF4GI(517-606) binding, 2 h; inhibition, % at 21.7 µM; 220,000 tested, 0.37% active;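 active = inhibition above about 30%, limit read from the data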;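 note: 0% = full FRET control wells and 100% = background wells lacking eIF4GI fragment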
# Starred values were filed as active, the others as inactive; x = no result given; & = joins results of further samples; [ ] = remark or other dose. The list is partial; rates above refer to the full screens.
SMILES,Hck-Nef inh,Rad51 HR inh,14-3-3 Bad inh,L929 necroptosis,Calpain2 inh,PGE2 EP2 inh,Tb hexokinase,EP2 modulator,eIF4E 4G PPI
COc1ccc(-c2nn(CCC#N)cc2C=C(C#N)C#N)cc1,18,2,-6,0.1,-19,6,-35,-25,-3
C/C=C/C=C/C(=O)Nc1nccs1,5,x,-13,86*,-38,11,15,2,-3[fluorescence artefact?]
COc1ccc(Cc2nnc(SCc3nc4ccccc4c(=O)[nH]3)o2)cc1,10,-4,4,-0.6,3,9,-11,19,3[fluorescence artefact?]
COc1ccc(C(=O)Nc2cc(Cl)ccc2OC(=O)c2ccc(OC)cc2)cc1,1,5,-6[fluorescence artefact?],-0.1,-13,4,0,22,-1
COc1ccccc1Oc1ccccc1[N+](=O)[O-],2,-15,-1,1.7,25,14,-11,44,-3
O=[N+]([O-])c1ccc(O)c(C=Nc2cccc3ncccc23)c1,13,3,8,-1.0,22,2,-25,-4,-2
Cc1ccc(C#CC[N+]2(CC#Cc3ccc(C)cc3)CCCCC2)cc1,1,x,-6[fluorescence artefact?],-0.3,-30,2,15,-27,1
Cc1ccc(S(=O)(=O)NCC2CCC(C(=O)O)CC2)cc1 (stereo not given),-2,3,7,0.3,-5,6,-3,25,-2
CC(C)Cn1c(N)c(C(=O)COC(=O)c2ccccc2F)c(=O)n(C)c1=O,18,4,6,-1.0,46,6,-4,-43,-2
COC(=O)c1ccc(CNC(=O)COC(=O)C2CCC(C(C)(C)C)CC2)cc1 (stereo not given),4,1,-25,1.3,0,10,-3,53,1
COC(=O)c1sccc1NC(=S)NCc1ccc(Cl)cc1,3,13,-5,-0.3,30,14,-13,-28,-6
O=C(CCn1cnnn1)Nc1ccccc1F,5,x,-5,0.1,10,4,0,22,0
N#C/C(C(=O)N1CCCC1)=C1/N=C(N)c2ccccc21,0,4,1,0.6,5,13,-12,14,-2
Cc1ccc(NC(=S)NC2CC3CCCC(C2)N3Cc2cccs2)cc1 (stereo not given),-1,-3,-4,-0.6,25,9,4,-33,4
C/C(CC(C)(C)c1ccccc1)=N\NS(=O)(=O)c1ccccc1,20,-3,-7,11,0,3,-2,26,2
CCOC(=O)Cc1csc(NS(=O)(=O)c2ccc(SC)cc2)n1,-3,0,-11,4.4,-1,0,2,27,-2
COc1cc(-c2noc(-c3cccc(Cl)c3)n2)cc(OC)c1OC,1,-6,14[fluorescence artefact?],-0.1,-8,2,-18,55,-9[fluorescence artefact?]
O=C(c1cccs1)N(Cc1ccccn1)Cc1ccco1,-21,5,45[fluorescence artefact?],-0.4,-7,5,-6,22,8[fluorescence artefact?]
COC(=O)[C@H](C)[C@H]1C[C@]1(C)[C@H](NC(=O)OCc1ccccc1)c1ccccc1,-9,1,-2,-1.8,28,10,2,32,4
c1ccc(CNc2ncnc3c2oc2ccccc23)nc1,2,9,-5,0.4,-13,18,5,-29,-2
CNC(=S)N/N=C/c1ccc(OCC(=O)Nc2c(C)cc(C)cc2C)c(OC)c1,-2,-5,-10[fluorescence artefact?],4.3,9,8,-22,-4,-3
COc1ccc(CC(=O)c2ccc(OC)c(OC)c2C)cc1OC,0,11,-2[fluorescence artefact?],0.6,4,0,2,6,1
CCCCOc1ccc(C(O)(CC)CCN2CCOCC2)cc1 (stereo not given),7,1,25[fluorescence artefact?],0.1,-6,5,-8,-10,0
CC(C)(C)c1nnc2sc(SC/C(O)=C(\C#N)c3nc4ccccc4[nH]3)nn2c1=O,4,-6,-10,0.3,-129,15,-11,6,-21
O=C(Nc1nonc1NC(=O)c1cccs1)c1cccs1,12,0,-6,-1.1,10,1,-2,-18,-2
# (cont.)
SMILES,Hck-Nef inh,Rad51 HR inh,14-3-3 Bad inh,L929 necroptosis,Calpain2 inh,PGE2 EP2 inh,Tb hexokinase,EP2 modulator,eIF4E 4G PPI
COc1cc(S(=O)(=O)Nc2ccccc2C)ccc1Cl,-1,-2,4,-0.2,-29,10,7,-5,1
CCOc1ccccc1CNC(=O)Cn1c(=O)oc2ccccc21,2,-1,0,0.1,17,11,-2,-4,3
Clc1nnc(N2CCCCC2)c2ccccc12,27,11,-20,1.3,-155,7,-9,15,-1
CCOC(=O)c1cc(C)sc1NC(=O)C1CCC1,7,0,-4,0.4,20,5,-4,-6,1
Cc1ccccc1OCC1Cc2c(nc(N)c(C#N)c2N)O1 (stereo not given),-1,-6,12,0.2,2,6,-1,-45,2
CN(CC(=O)Nc1ccc(F)c(F)c1F)C(=O)/C=C/c1ccc(Cl)cc1,1,6,2[fluorescence artefact?],2.5,-14,4,5,8,-5
Cc1ccc(C)c(N2CCN(C(=O)CSc3ccsc3[N+](=O)[O-])CC2)c1,0,-2,1,0.1,-78,9,-2,24,4
Cc1ccccc1OCCSc1nnc(C)n1-c1ccccc1,3,2,-11,0.3,14,7,-4,5,7
S=c1[nH]nc(-c2cccs2)n1/N=C/c1cn(-c2ccccc2)nc1-c1cccs1,16,6,-9,1.1,-33,7,-5,86*,2
O=C(CCS(=O)(=O)c1ccc(Br)cc1)N1CCN(c2ccccc2)CC1,-7,-3,-2,0.9,8,10,4,11,3
COCCNC(=S)N/N=C/c1ccc2c(c1)OCCO2,28,12,-27,-1.2,-9,3,-38,-26,-1
CC(C)(C)n1nc2c(c1NC(=O)Cc1ccccc1)CS(=O)(=O)C2,9,12,1,-1.3,-4,5,2,22,-2
COc1ccc(NC(=O)CCN2C(=O)[C@@H]3[C@H](C2=O)[C@H]2C=C[C@@H]3C2)cc1,11,10,0,0.7,-6,5,-7,6,0
CCCC[N+](CC#Cc1ccccc1)(CCCC)CCCS(=O)(=O)[O-],45,-8,-17,1.2,-28,2,1,13,-1
O=C(CSc1ncccc1-c1nc2ccccc2[nH]1)Nc1ccc2c(c1)OCCO2,3,3,-14,1.8,-17,5,27,-55,15
COc1ccc(OC)c(S(=O)(=O)Nc2cccnc2)c1,0,1,15,-0.4,19,0,-2,-14,3
CN1CCN(/N=C/c2ccc(Br)cc2)CC1,18,-4,-6,-1.0,10,8,-3,-32,2
Fc1ccc(-n2nnc(-c3ccnc4ccccc34)n2)cc1,1,-3,-7,1.2,-2,9,-10,-5,1
Cc1cccc(N2CCN(C(=O)c3ccoc3C)CC2)c1C,2,-88,-15,-0.1,0,11,20,-19,-4[fluorescence artefact?]
COc1c(/C=N/Nc2nc(N3CCCCC3)nc(N3CCCCC3)n2)cccc1[N+](=O)[O-],-1,8,1[fluorescence artefact?],-0.2,16,10,-1,-16,1
COc1cc(C(=O)NNC(=S)NC(=O)c2ccccc2C)cc(OC)c1OC,6,-50,-7,0.6,-7,5,-8,10,18
Cc1ccc(-c2csc(NC(=S)NC(=O)c3cc4ccccc4o3)n2)cc1,2,3,1,0.1,-5,9,10,5,2[fluorescence artefact?]
CCOC(=O)Cc1csc(SCc2cc(=O)oc3cc(O)ccc23)n1,11,4,-16[fluorescence artefact?],-0.7,-61,7,-8,20,1
O=C(Oc1cccnc1)c1cc(S(=O)(=O)N2CCOCC2)ccc1Cl,3,-10,-21,0.0,-20,5&12,-2,-6&18,-8[fluorescence artefact?]
COc1ccc(C(=O)Sc2nncc3ccccc23)cc1,-33,6,-11,-0.6,-9,11,-12,-15,-4
# Going on with the list:
SMILES,Hck-Nef inh,Rad51 HR inh,14-3-3 Bad inh,L929 necroptosis,Calpain2 inh,PGE2 EP2 inh,Tb hexokinase,EP2 modulator,eIF4E 4G PPI
CN1CCn2c1nc(N1CCCCC1)nc2=O,1,-1,-2,-0.1,-28,3,-1,36,1[fluorescence artefact?]
O=C1CCCN1CN1CCCCC1,2,1,45[fluorescence artefact?],0.0,-11,10,2,19,-1
O=C(c1ccc(F)cc1)N1CCN(c2ncccn2)CC1,1,11,-3,-0.2,-22,8,-1,7,-2
Cc1ccc(OCC(=O)N/N=C\c2ccc(C)o2)c(C)c1,5,x,0,0.8,10,8,-13,-10,2
COC(=O)c1ccccc1NC(=O)CN(Cc1ccccc1)S(C)(=O)=O,0,-1,-13[fluorescence artefact?],-0.3,-37,16,0,28,-9[fluorescence artefact?]
Nc1nnc(-c2cccc(Cl)c2Cl)c(N)n1,1,-8,0&1,2.3,7&4,9&18,-10,13&23,-2&-1
CCOC(=O)c1cnc(SCc2ccc(C)cc2)nc1N,4,4,-4,-0.1,-16,13,-6,18,4
Cc1nn(C)c2nc(-c3cccs3)cc(C(F)(F)F)c12,-2,2,-7,4.2,-139,4,-16,44,-3
COc1ccc(Br)cc1C(=O)N/N=C/c1ccc2c(c1)n(C)c(=O)n2C,-4,7,-23[fluorescence artefact?],1.4,-492,9,-1,-7,8
COCCN1Cc2cccc(C(=O)Nc3ccc(-c4nc5ccccc5[nH]4)cc3)c2C1=O,11,13,-6,0.4,-38,8,-5,-12,11[fluorescence artefact?]
COc1ccc(NS(=O)(=O)c2ccc(Br)s2)cc1OC,8,8,-8,-0.1,0,14,-5,22,8
Cc1cc(C)c(S(=O)(=O)N2CCN(c3ccc([N+](=O)[O-])c(NCC4CCCO4)c3)CC2)c(C)c1 (stereo not given),-3,-2,-3,0.3,16,18,2,-46,-15

# Entries of single compounds from above.
# CCOC(=O)c1cnc(SCc2ccc(C)cc2)nc1N as listed: Hck-Nef inh = 4; Rad51 HR inh = 4; 14-3-3 Bad inh = -4; L929 necroptosis = -0.1; Calpain2 inh = -16; PGE2 EP2 inh = 13; Tb hexokinase = -6; EP2 modulator = 18; eIF4E 4G PPI = 4
# O=C(c1ccc(F)cc1)N1CCN(c2ncccn2)CC1 as listed: Hck-Nef inh = 1; Rad51 HR inh = 11; 14-3-3 Bad inh = -3; L929 necroptosis = -0.2; Calpain2 inh = -22; PGE2 EP2 inh = 8; Tb hexokinase = -1; EP2 modulator = 7; eIF4E 4G PPI = -2

# Structures from the list above with a nitro group on carbon:
SMILES,Hck-Nef inh,Rad51 HR inh,14-3-3 Bad inh,L929 necroptosis,Calpain2 inh,PGE2 EP2 inh,Tb hexokinase,EP2 modulator,eIF4E 4G PPI
COc1ccccc1Oc1ccccc1[N+](=O)[O-],2,-15,-1,1.7,25,14,-11,44,-3
O=[N+]([O-])c1ccc(O)c(C=Nc2cccc3ncccc23)c1,13,3,8,-1.0,22,2,-25,-4,-2
Cc1ccc(C)c(N2CCN(C(=O)CSc3ccsc3[N+](=O)[O-])CC2)c1,0,-2,1,0.1,-78,9,-2,24,4
COc1c(/C=N/Nc2nc(N3CCCCC3)nc(N3CCCCC3)n2)cccc1[N+](=O)[O-],-1,8,1[fluorescence artefact?],-0.2,16,10,-1,-16,1
Cc1cc(C)c(S(=O)(=O)N2CCN(c3ccc([N+](=O)[O-])c(NCC4CCCO4)c3)CC2)c(C)c1 (stereo not given),-3,-2,-3,0.3,16,18,2,-46,-15

# Copied from the entries so far (5 entries):
SMILES,Hck-Nef inh,Rad51 HR inh,14-3-3 Bad inh,L929 necroptosis,Calpain2 inh,PGE2 EP2 inh,Tb hexokinase,EP2 modulator,eIF4E 4G PPI
Cc1nn(C)c2nc(-c3cccs3)cc(C(F)(F)F)c12,-2,2,-7,4.2,-139,4,-16,44,-3
COc1ccc(Br)cc1C(=O)N/N=C/c1ccc2c(c1)n(C)c(=O)n2C,-4,7,-23[fluorescence artefact?],1.4,-492,9,-1,-7,8
COCCN1Cc2cccc(C(=O)Nc3ccc(-c4nc5ccccc5[nH]4)cc3)c2C1=O,11,13,-6,0.4,-38,8,-5,-12,11[fluorescence artefact?]
COc1ccc(NS(=O)(=O)c2ccc(Br)s2)cc1OC,8,8,-8,-0.1,0,14,-5,22,8
Cc1cc(C)c(S(=O)(=O)N2CCN(c3ccc([N+](=O)[O-])c(NCC4CCCO4)c3)CC2)c(C)c1 (stereo not given),-3,-2,-3,0.3,16,18,2,-46,-15
